# Bioassay records: PubChem BioAssay, several laboratories
# ABHD5-PLIN5 inh – blocks binding of human ABHD5 to perilipin-5 | inhibition, % at 4 µM | Split G. princeps luciferase complementation, luminescence, 4 h | 360,000 compounds, 0.78% hits | AID 602281;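 active = inhibition above the mean inhibition across every tested compound plus 3 SD, cut at about 22% in these data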;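 also: 0% = DMSO only wells and the 100% control is not disclosed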
# Granule exo inh – blocks lytic granule exocytosis | 360,000 compounds, 0.66% hits | AID 651702 | inhibition, % at 10 µM | TALL-104 LAMP-1 surface exposure, flow cytometry; cells stimulated with thapsigargin and PMA;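 active = inhibition above about 55%, limit read from the data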
# iPSC survival up – enhancers of human iPSC single-cell survival; hiPSC single-cell survival, ATPlite luminescence; 100% = ROCK inhibitor wells, 0% = DMSO; survival enhancement, % at 20 µM; 360,000 compounds, 0.044% hits; AID 602274; in the data active = survival enhancement above about 18%;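 also: cells exposed to compounds for 16 hours before the ATP read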
# ABCB6 inh 2 – blocks the human ABCB6 transporter | 360,000 compounds, 0.19% hits | K562-ABCB6 porphyrin accumulation, flow cytometry, 1 h; active compounds read low | fluorescence ratio to DMSO, % at 10 µM | Q9NP58;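 active = fluorescence ratio to DMSO below 75%, the collection mean minus 3 SD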;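 also: signal is porphyrin accumulated inside mitochondria; 100% equals median channel fluorescence of DMSO control wells; lower ratio means ABCB6 inhibition with less porphyrin fluorescence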
# MC4R barr agon – human MC4R agonism via beta-arrestin; P32245; AID 540308; 360,000 compounds, 0.98% hits; U2OS MC4R beta-arrestin complementation, luminescence; percent of melanotan II response, DMSO zero; activation, % at 8.9 µM;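 active = activation above a per-plate cutoff, the mean activation of sample wells on that plate plus 3 SD, cut at about 8% in these data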
# Target sequence (P32245 whole entry, looked up): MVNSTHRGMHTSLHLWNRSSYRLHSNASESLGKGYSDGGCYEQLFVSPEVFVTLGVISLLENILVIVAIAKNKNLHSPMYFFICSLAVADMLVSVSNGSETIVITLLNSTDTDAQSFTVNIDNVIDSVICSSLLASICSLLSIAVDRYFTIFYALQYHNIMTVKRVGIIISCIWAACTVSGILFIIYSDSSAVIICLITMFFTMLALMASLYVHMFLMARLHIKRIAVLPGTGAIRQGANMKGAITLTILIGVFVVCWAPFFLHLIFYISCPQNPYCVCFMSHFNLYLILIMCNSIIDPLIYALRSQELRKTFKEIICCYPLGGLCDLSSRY
# aDG glyco act – increases alpha dystroglycan glycosylation | activation, % at 10 µM | 360,000 compounds, 0.22% hits | Pro5-aDG cells, alpha-DG glycosylation AlphaScreen (IIH6); 0% Pro5, 100% B10-LARGE cell signal;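 active = activation of at least 8% versus controls, or a plate z-score of at least 8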;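 also: Pro5 are CHO cells carrying HIG-tagged alpha-DG that lacks glycosylation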
# HTR2A ag – agonists of mouse serotonin 5-HT2A receptor (HTR2A); CHO-K1 mHTR2A beta-arrestin complementation, luminescence; percent of 30 µM serotonin response; activation, % at 7.6 µM; 360,000 compounds, 0.66% hits;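 active = activation above a run cutoff, the mean activation of all tested compounds plus 3 SD, cut at about 14% in these data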;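 also: 0% = plate median of compound wells and 100% = 30 µM serotonin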
# Target sequence (P35363 whole entry, looked up): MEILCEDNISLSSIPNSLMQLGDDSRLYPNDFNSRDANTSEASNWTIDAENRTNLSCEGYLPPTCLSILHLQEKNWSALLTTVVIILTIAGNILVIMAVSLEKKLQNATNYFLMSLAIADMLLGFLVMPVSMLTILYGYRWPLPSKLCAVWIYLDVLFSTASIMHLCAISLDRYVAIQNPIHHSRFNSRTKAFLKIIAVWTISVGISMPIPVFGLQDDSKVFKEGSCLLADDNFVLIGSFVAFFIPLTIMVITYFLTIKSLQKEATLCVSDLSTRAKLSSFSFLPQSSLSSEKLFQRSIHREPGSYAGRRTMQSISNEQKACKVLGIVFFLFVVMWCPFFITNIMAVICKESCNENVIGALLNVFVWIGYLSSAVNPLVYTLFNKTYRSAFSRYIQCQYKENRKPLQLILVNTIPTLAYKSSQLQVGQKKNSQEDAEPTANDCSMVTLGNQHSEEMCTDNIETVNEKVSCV
# MC4R antag cAMP – antagonists of human melanocortin 4 receptor (MC4R). AID 540295. MC4R-expressing cells, MTII-stimulated cAMP, LANCE TR-FRET. inhibition, % at 6.5 µM. 360,000 compounds, 0.48% hits;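 active = inhibition above its plate's cutoff, the mean of tested wells on that plate plus 3 SD, cut at about 29% in these data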;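 also: 0% = Melanotan II alone and 100% = Melanotan II plus saturating MCL0020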
#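 Assay system: U2OS-MC4R stable cell line; Also added: Melanotan II; Technique: Eu-cAMP/anti-cAMP TR-FRET, emission 671 nm; Times: 30-min compound, 1-h challenge, 1-h detection, room temperature.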
# N-glyco inh – N-linked glycosylation inhibition. reporter increase, % at 12.5 µM. D54 ERlucT glycosylation luciferase reporter, 24 h; percent of 100 nM tunicamycin response. AID 588692. 360,000 compounds, 0.23% hits;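 active = mean luciferase reporter signal, scaled so untreated is 0 and the glycosylation-blocking control 100, at or above a set limit in every replicate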;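 also: luciferase carries N-glycosylation sites so blocking glycosylation raises the light; 0% = median of neutral control wells and 100% = median of 100 nM tunicamycin wells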
# H9c2 protect – protects H9c2 cardiomyocytes from peroxide injury; 360,000 compounds, 0.63% hits; protection from H2O2 cell death, % at 20 µM; H2O2 injury protection, ATPLite, 2 h;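 active = compounds giving at least 50% protection of heart cells from peroxide-induced death in the single-dose screen, raw or plate-pattern-corrected value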;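 also: 0% = DMSO wells with peroxide and 100% = DMSO wells without peroxide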
# The depositor's hits bear a star.
1) C[C@H](CO)N1C[C@H](C)[C@@H](CN(C)S(=O)(=O)c2cn(C)cn2)Oc2c(NS(=O)(=O)c3cccs3)cccc2C1=O
2) COCCN(C(=S)Nc1ccc(OC)cc1)C1CCN(C(C)C)CC1
3) CCS(=O)(=O)N1CCCC(C(=O)NCc2cccc(OC)c2)C1 (stereo not drawn)
4) COc1ccccc1-c1ccc(SCC(=O)NC2CCCC2)nn1
5) O=C1C(c2ccccc2)NC(=S)N1C1CCCCC1 (stereo not drawn)
6) O=C1OCCN1CC(=O)N1CCc2c([nH]c3ccccc23)C1c1ccccn1 (stereo not drawn)
7) Cc1ccc(S(=O)(=O)N2CCOCC2)cc1C(=O)OCC(=O)NC1CC1
8) CC1(C(=O)O)CCC(C(=O)NNC(=O)c2ccccc2Cl)C1(C)C (stereo not drawn)

screen / no.	1	2	3	4	5	6	7	8
MC4R barr agon	-0.2	1.4	-3.0	-3.0	0.1	-0.6	0.2	0.1
H9c2 protect	0	10	-6	0	-13	-6	10	4
aDG glyco act	-0.2	-0.3	0.0	0.6	0.0	-0.3	0.0	-0.1
ABHD5-PLIN5 inh	0	-1	1	9	1	-8	6	-5
N-glyco inh	4	4	-2	0	1	1	2	2
HTR2A ag	4	1	-1	5	0	1	9	4
Granule exo inh	0	3	-2	-17	-10	-4	-4	-2
iPSC survival up	-0.4	0.7	-2.0	0.3	-0.5	0.1	0.0	-0.6
MC4R antag cAMP	-3	5	3	12	12	6	5	1
ABCB6 inh 2	95	104	109	93	98	95	88	87

9) O=C(Nc1sc2c(c1-c1nc3ccccc3[nH]1)CCCC2)C1CC1
10) CN(Cc1ccccc1)C(=O)COC(=O)c1ccc(=O)n(Cc2ccccc2)n1
11) Cc1ccc(C(=O)CSc2nnc(-c3cccnc3)n2N)cc1
12) COc1ccc(-c2nc3nc(C)cc(C)n3n2)cc1
13) CC(C)/C=C/C(=O)N1CCCC(N2CCN(c3ccccc3F)CC2)C1 (stereo not drawn)
14) CC(C)(C)C(=O)N1CCN(c2ccc(NC(=O)c3ccc4c(c3)OCCO4)cc2)CC1
15) O=C1NN(c2ccccc2)C(=O)C1=Cc1ccccc1O
16) CC(C)NC(=O)C1CCN(C(=O)c2cc3sccc3n2Cc2ccc(F)cc2)CC1

screen / no.	9	10	11	12	13	14	15	16
MC4R barr agon	14*	-2.6	-0.4	-1.4	-1.1	-1.0	-0.7	0.7
H9c2 protect	-5	0	6	-25	14	13	8	-18
aDG glyco act	-0.2	-0.2	0.0	0.1	-0.1	0.0	0.0	2.7
ABHD5-PLIN5 inh	-12	-11	3	2	0	10	-8	-1
N-glyco inh	0	2	16	-3	1	-5	0	-7
HTR2A ag	-5	-3	-5	-4	0	0	2	-5
Granule exo inh	-2	-6	0	-1	0	-13	-1	-4
iPSC survival up	-0.5	-0.2	1.4	-3.1	0.0	-0.5	-1.0	0.4
MC4R antag cAMP	5	6	-5	5	9	-5	3	32*
ABCB6 inh 2	93	93	100	100	101	95	97	100

17) CCCCNc1cc(Cl)nc(N)n1
18) O=C(NCc1ccccn1)c1cc(S(=O)(=O)N2CCCCCC2)ccc1Cl
19) COc1cccc(CC(NC(C)=O)C(=O)NC2CCN(S(=O)(=O)c3ccc(NC(C)=O)cc3)CC2)c1 (stereo not drawn)
20) CC1CCN(CC(=O)Nc2ccc(N3CCCCCC3)cc2)CC1
21) CC[C@@H]1C/C=C\Cc2ccccc2[C@@H](C(=O)C[C@H](O)CC(C)=O)OC1=O
22) O=C(CSc1nnc(-c2cccnc2)n1Cc1ccco1)N1CCc2ccccc21
23) COc1ccc(C(=O)NNS(=O)(=O)c2ccccc2)cc1OC
24) O=[N+]([O-])c1ccc(N2CCN(CCOc3nonc3-c3ccccc3)CC2)c(Cl)c1

screen / no.	17	18	19	20	21	22	23	24
MC4R barr agon	-2.2	-2.6	2.9	-2.5	-1.6	-0.1	-0.2	-1.6
H9c2 protect	-8	0	5	-5	16	4	-2	-14
aDG glyco act	0.4	0.0	0.0	1.0	-0.1	0.1	-0.1	0.2
ABHD5-PLIN5 inh	0	-3	9	0	-10	8	3	0
N-glyco inh	-2	0	2	-1	2	-4	1	-8
HTR2A ag	-3	7	1	-4	-5	2	5	2
Granule exo inh	-4	-14	12	-1	-2	4	-5	0
iPSC survival up	0.1	0.0	-0.7	0.5	-1.7	-1.1	-0.5	-2.0
MC4R antag cAMP	4	11	-1	16	2	6	19	2
ABCB6 inh 2	104	101	95	105	99	94	103	87

# Record cards, from the list above. Screens in order: MC4R barr agon, H9c2 protect, aDG glyco act, ABHD5-PLIN5 inh, N-glyco inh, HTR2A ag, Granule exo inh, iPSC survival up, MC4R antag cAMP, ABCB6 inh 2
# `CC1CCN(CC(=O)Nc2ccc(N3CCCCCC3)cc2)CC1` as listed: -2.5, -5, 1.0, 0, -1, -4, -1, 0.5, 16, 105
# `O=C(NCc1ccccn1)c1cc(S(=O)(=O)N2CCCCCC2)ccc1Cl` as listed: -2.6, 0, 0.0, -3, 0, 7, -14, 0.0, 11, 101

# Of the compounds above, 8 have four or more nitrogen atoms.
1) C[C@H](CO)N1C[C@H](C)[C@@H](CN(C)S(=O)(=O)c2cn(C)cn2)Oc2c(NS(=O)(=O)c3cccs3)cccc2C1=O
6) O=C1OCCN1CC(=O)N1CCc2c([nH]c3ccccc23)C1c1ccccn1 (stereo not drawn)
11) Cc1ccc(C(=O)CSc2nnc(-c3cccnc3)n2N)cc1
12) COc1ccc(-c2nc3nc(C)cc(C)n3n2)cc1
17) CCCCNc1cc(Cl)nc(N)n1
19) COc1cccc(CC(NC(C)=O)C(=O)NC2CCN(S(=O)(=O)c3ccc(NC(C)=O)cc3)CC2)c1 (stereo not drawn)
22) O=C(CSc1nnc(-c2cccnc2)n1Cc1ccco1)N1CCc2ccccc21
24) O=[N+]([O-])c1ccc(N2CCN(CCOc3nonc3-c3ccccc3)CC2)c(Cl)c1

screen / no.	1	6	11	12	17	19	22	24
MC4R barr agon	-0.2	-0.6	-0.4	-1.4	-2.2	2.9	-0.1	-1.6
H9c2 protect	0	-6	6	-25	-8	5	4	-14
aDG glyco act	-0.2	-0.3	0.0	0.1	0.4	0.0	0.1	0.2
ABHD5-PLIN5 inh	0	-8	3	2	0	9	8	0
N-glyco inh	4	1	16	-3	-2	2	-4	-8
HTR2A ag	4	1	-5	-4	-3	1	2	2
Granule exo inh	0	-4	0	-1	-4	12	4	0
iPSC survival up	-0.4	0.1	1.4	-3.1	0.1	-0.7	-1.1	-2.0
MC4R antag cAMP	-3	6	-5	5	4	-1	6	2
ABCB6 inh 2	95	95	100	100	104	95	94	87

# (next part)
25) CC(=O)N(Cc1ccc(Cl)cc1)c1cnccn1
26) O=C(c1ccc(F)cc1)N(C(=O)c1ccc(F)cc1)c1ncccn1
27) CC1Sc2ccc(C(=O)N3CCCC(C(F)(F)F)C3)cc2NC1=O (stereo not drawn)
28) CCC(C)NC(=S)Nc1ccccc1OC (stereo not drawn)
29) CCC(/C=N/NC(=O)c1ccccc1F)CC
30) O=c1[nH]c2ccccc2cc1CN(CC1CCCO1)S(=O)(=O)c1ccccc1 (stereo not drawn)
31) O=C(NC1CCCC1)c1ccccc1-c1ccccc1
32) COc1ccc(C(=O)COC(=O)C(CCCCN2C(=O)C3C4C=CC(C4)C3C2=O)N2C(=O)C3C4C=CC(C4)C3C2=O)cc1 (stereo not drawn)

screen / no.	25	26	27	28	29	30	31	32
MC4R barr agon	-1.3	-3.4	0.4	-1.3	1.2	-0.5	-0.2	2.0
H9c2 protect	8	-3	-3	7	-3	0	10	75*
aDG glyco act	0.0	-0.3	0.4	0.1	0.0	0.0	0.1	0.2
ABHD5-PLIN5 inh	-9	-3	-8	-2	-3	10	-4	5
N-glyco inh	2	1	2	0	0	0	2	-3
HTR2A ag	-8	-4	3	0	1	0	5	3
Granule exo inh	0	-2	19	1	-4	1	-5	0
iPSC survival up	0.4	4.1	-0.5	0.4	0.5	-0.2	2.8	3.8
MC4R antag cAMP	2	11	13	3	11	-2	-1	9
ABCB6 inh 2	99	93	97	99	94	97	99	94

33) O=C(O)c1ccc(C(=O)Nc2cccc(NC(=O)C3CCCO3)c2)cc1 (stereo not drawn)
34) Cc1cccc(C(=O)NC(=S)NNC(=O)COc2ccc(Cl)cc2)c1
35) CCCn1nc(C(=O)NC2CC2)c2ccccc2c1=O
36) COCCNC(=O)CS(=O)(=O)Cc1nc(-c2ccc(C)cc2)oc1C
37) CCn1c(CNC(C)=O)nnc1SCC(=O)c1ccc(Br)cc1
38) CCC(C)NC(=S)Nc1ccc2nc(N3CCOCC3)cc(C)c2c1 (stereo not drawn)
39) Cc1ccc2c(c1)[C@H]1[C@H](CO2)[C@H](c2ccccc2)[C@]2(C)C(=O)Nc3ccc(Br)cc3C(=O)N12
40) Cc1ccc(S(=O)(=O)N2CCCCC2)cc1C(=O)N(CCc1ccccc1)Cc1ccccc1

screen / no.	33	34	35	36	37	38	39	40
MC4R barr agon	-4.1	-5.2	0.1	-0.5	0.1	-1.1	-0.1	-4.8
H9c2 protect	4	4	0	-12	6	11	-2	-5
aDG glyco act	-0.2	0.0	0.0	-0.4	-0.2	0.6	0.0	0.4
ABHD5-PLIN5 inh	-6	-11	1	1	10	-3	5	-2
N-glyco inh	3	1	0	3	4	3	30*	-6
HTR2A ag	3	-2	-1	-1	1	-5	-8	-4
Granule exo inh	0	-1	1	-2	-4	6	-7	2
iPSC survival up	-0.7	2.0	-0.1	1.0	0.1	-0.5	-1.1	-0.5
MC4R antag cAMP	1	0	9	-9	-7	-1	22	2
ABCB6 inh 2	99	104	94	94	98	97	102	95
